Bioassay records: PubChem BioAssay, National Center for Advancing Translational Sciences (NCATS)
FLuc counter: inhibits or activates purified firefly luciferase, miR-21 counter-screen; P08659; purified FLuc, Km substrates, luminescence inhibition; Potency, µM (series often up to 57.5 µM), for the others: at the highest dose activity change, negative = inhibition, actives largely listed as inhibitors; 360,000 tested, 6.9% active;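 note: potency is the fitted concentration of half-maximal effect; plate controls were vehicle for no effect and reference inhibitor for full effect; nearly all actives have a fitted effect of over 55% in size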
Target sequence (P08659 whole entry, looked up): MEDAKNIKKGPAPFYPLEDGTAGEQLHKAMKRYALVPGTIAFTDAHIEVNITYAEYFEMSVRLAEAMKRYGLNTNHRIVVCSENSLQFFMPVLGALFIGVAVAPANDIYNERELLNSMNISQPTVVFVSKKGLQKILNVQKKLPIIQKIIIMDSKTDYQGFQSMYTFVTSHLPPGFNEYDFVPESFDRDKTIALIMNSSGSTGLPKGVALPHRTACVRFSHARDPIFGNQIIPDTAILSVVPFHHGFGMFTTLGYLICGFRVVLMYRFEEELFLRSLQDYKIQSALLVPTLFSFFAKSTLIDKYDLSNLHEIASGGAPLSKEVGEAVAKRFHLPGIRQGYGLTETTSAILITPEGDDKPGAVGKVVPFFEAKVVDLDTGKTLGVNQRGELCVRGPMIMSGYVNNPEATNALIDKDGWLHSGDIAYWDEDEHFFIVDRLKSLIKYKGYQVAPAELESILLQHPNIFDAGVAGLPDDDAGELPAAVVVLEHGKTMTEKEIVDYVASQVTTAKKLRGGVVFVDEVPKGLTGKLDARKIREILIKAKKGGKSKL
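Purified P. pyralis luciferase (10nM final) with 10uM D-luciferin and 10uM ATP (Km levels) in 50mM Tris acetate pH 7.5, 10mM Mg acetate, 0.01% Tween-20, 0.05% BSA; qHTS 6-point titration, ~60 µM downward; luminescence read.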
RORg inh: blocks mouse ROR gamma transcriptional activity; Drosophila S2 Gal4-RORgamma UAS-luciferase reporter, 20 h; 310,000 tested, 5.4% active; Potency, µM (series often up to 53.6 µM), without a hit: at the highest dose activity change, negative = inhibition, usual class: inhibitors; note: potency is the fitted concentration of half-maximal effect; % is set by controls: 0 for no effect and ±100 for the full control effect; nearly all actives have a fitted effect of over 60% in size
Target sequence (P51450 whole entry, looked up, the tested form may be a part): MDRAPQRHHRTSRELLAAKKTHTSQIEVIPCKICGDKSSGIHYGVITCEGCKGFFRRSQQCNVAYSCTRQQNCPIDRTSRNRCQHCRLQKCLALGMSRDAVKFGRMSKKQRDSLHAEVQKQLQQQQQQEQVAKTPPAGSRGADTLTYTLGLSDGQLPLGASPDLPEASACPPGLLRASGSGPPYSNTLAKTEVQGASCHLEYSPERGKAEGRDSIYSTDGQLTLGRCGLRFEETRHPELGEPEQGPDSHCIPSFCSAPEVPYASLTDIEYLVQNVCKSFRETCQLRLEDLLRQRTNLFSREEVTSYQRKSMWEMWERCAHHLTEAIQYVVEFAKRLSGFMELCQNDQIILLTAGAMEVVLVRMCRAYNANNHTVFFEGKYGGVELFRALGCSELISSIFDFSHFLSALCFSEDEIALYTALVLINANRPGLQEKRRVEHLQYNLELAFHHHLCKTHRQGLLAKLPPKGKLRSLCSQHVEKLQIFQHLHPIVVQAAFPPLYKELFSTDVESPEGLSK
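Drosophila S2 cells stably expressing Gal4-DBD/mouse RORγ fusion under metallothionein promoter plus UAS-luciferase; compound 1 h, then 700 uM CuSO4 induction for 20 h at ambient temperature; inhibition read as reduced luminescence.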
VP16 counter: counter-screen for ROR gamma inhibitors: Gal4-VP16 reporter; Drosophila S2 Gal4-VP16 UAS-luciferase, luminescence, 20 h; Potency, µM (highest dose often 53.6 µM), inactives show at the top dose activity, negative = inhibition, actives largely listed as inhibitors; 310,000 tested, 3.5% active; AID 2546;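 note: Gal4-VP16 expression switched on by copper sulfate through the metallothionein promoter; potency is the fitted concentration of half-maximal effect; % is set by controls: 0 for no effect and ±100 for the full control effect; nearly all actives have a fitted effect of over 50% in size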
NPC1 promoter act: NPC1 promoter activation; Huh7 NPC1 promoter luciferase reporter, 24 h; 320,000 tested, 2.4% active; Potency, µM (highest dose often 9.22 µM), without a hit: at the highest dose activation, hits mostly activators;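 note: potency is the fitted concentration of half-maximal effect; % of control where 0% means no effect; nearly all actives have a fitted effect of over 60% in size; reporter is driven by a mutant NPC1 promoter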
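Quantitative HTS used a cell-based reporter: Huh7 cells stably bearing the NPC1 promoter upstream of luciferase were treated with compounds for 24 h, and promoter activation was read as luminescence.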
KCNH2 3.1 inh: blocks the human KCNH2 3.1 channel isoform; activity change, % (tested at about 1.8 µM); U2OS KCNH2 3.1, thallium flux FluxOr; active compounds read low; 340,000 tested, 0.95% active;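 active = maximum activity change below -70%; inconclusive = maximum activity change from -70% to -50%; inactive = maximum activity change above -50%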;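 note: thallium influx rate constant from kinetic fluorescence after stimulation buffer; % is set by controls: 0 for no effect and ±100 for the full control effect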
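Normalized rate constant (relative to positive and negative DMSO controls) derived from a 2 min kinetic fluorescence read after stimulation; U2OS cells expressing the 3.1 isoform via virus at 1.77 x 10^8 /mL.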
Rab9 prom act: Rab9 promoter activation. Potency, µM (series often up to 9.22 µM), for the others: at the top dose activation, negative = inhibition, usual class: activators. Huh7 Rab9 promoter-luciferase reporter, luminescence, 24 h. AID 485297. 320,000 tested, 2.8% active; note: potency is the fitted concentration of half-maximal effect; % of control where 0% means no effect; nearly all actives have a fitted effect of over 60% in size
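Luminescence read-out: Huh7 cells stably expressing Rab9-luciferase, treated 24 h with compound at 37 °C, then lysed with luciferase reagent for 10 min at ambient before reading.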
FBPA coupling cs: coupling enzyme interference in Giardia aldolase counter-screen. activity change, negative = inhibition, % at 58.2 µM, hits read low. 290,000 tested, 0.67% active. AID 2472. coupling enzyme system counterscreen, AmpLite Red fluorescence; in the data active = activity change below about -30%; note: % is set by controls: 0 for no effect and ±100 for the full control effect
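First, compound is pin-transferred into glyceraldehyde-3-phosphate coupling-enzyme reagent at 57.5 uM final and held 10 min at RT. Next, substrate, coupling system and AmpLite Red are added. After 20 min RT, fluorescence (525/598 nm) is read.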
ELG1 genotoxic: inducers of genotoxicity in HEK293T ELG1-luciferase cells | HEK293T ELG1-luciferase reporter, luminescence, 16 h | Potency, µM (top dose mostly 46 µM), for inactives: top-dose activity change, positive = activation, actives largely listed as activators | 330,000 tested, 1.3% active; note: potency is the fitted concentration of half-maximal effect; % of control where 0% means no effect; nearly all actives have a fitted effect of over 60% in size
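Luminescence read-out: rising ELG1-luciferase signal, reflecting elevated ELG1 protein under genetic stress, flags genotoxic compounds. Cells were treated for 16 hr at 37 °C before ONE-Glo detection.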
uPA generation: inhibitors of cell surface uPA generation; 330,000 tested, 0.31% active; cell surface uPA generation assay, qHTS; AID 540303; Potency, µM (titrated, usually from 38.3 µM), inactives show top-dose activity change, negative = inhibition, usual class: inhibitors; active = well fitted inhibition curve with a large enough effect; inconclusive = small, poorly fitted or top-dose-only effect; inactive = no such curve, though single readings can be large or run the other way; tested in mouse RAW 264.7 cells; note: potency is the fitted concentration of half-maximal effect; % is set by controls: 0 for no effect and ±100 for the full control effect; nearly all actives have a fitted effect of over 55% in size
Tb PFK inh: inhibitors of T. brucei phosphofructokinase | Potency, µM (top dose mostly 57.5 µM), for the others: at the top dose activity, negative = inhibition, most hits filed as inhibitors | O15648 | 330,000 tested, 0.17% active | T. brucei PFK, ADP-Glo luminescence;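 note: potency is the fitted concentration of half-maximal effect; 0% = uninhibited 1x PFK enzyme wells and -100% = no-enzyme wells; nearly all actives have a fitted effect of over 60% in size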
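PFK 1.25 nM, F6P 0.5 mM, ATP 0.1 mM, 0.1 M TEA pH 8.0, 5 mM MgCl2, 0.01% Tween20, 0.1% BSA; 45 min RT. ADP-Glo readout. qHTS titration up to 57 uM; curves fitted, compounds curve-classed.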
Giardia kill: kills Giardia lamblia. activity change, % at 7.66 µM, hits read low. Giardia lamblia trophozoite viability. 340,000 tested, 0.15% active. AID 540267; in the data active = activity change below about -80%; inconclusive = between about -30% and that limit;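 note: parasites exposed to compound for two days anaerobically before the ATP read; % is set by controls: 0 for no effect and ±100 for the full control effect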
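Trophozoite viability was measured as ATP-dependent luminescence, read 15-30 min after reagent addition. Before that, parasites at 100 cells/well were exposed to compounds for 48 h, anaerobically, at 37 deg C.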
Active calls of the source: *; ? = inconclusive; . = not tested or not shown; [ ] = another dose, or the depositor's remark. Unless noted, calls come from the whole dose curve; as a rule, active = well fitted curve in the direction sought with a large enough effect; inconclusive = small, poorly fitted or top-dose-only effect, or another doubt; inactive = no such curve, though single readings can be large; an effect the other way counts as inactive or inconclusive. Rows were taken by chance, and some 14% of all compounds hit somewhere here.

smiles,FLuc counter,RORg inh,VP16 counter,NPC1 promoter act,KCNH2 3.1 inh,Rab9 prom act,FBPA coupling cs,ELG1 genotoxic,uPA generation,Tb PFK inh,Giardia kill
CC(=O)Nc1ccc(NC(=O)CSc2ccc(-c3cccs3)nn2)cc1,-5.5%,-0.2%,-5.7%,-0.5%,4.7,2.2%,-0.7,6.8%,1.4%,3.1%,-20.7
CCc1sc(C(=O)Nc2cc(Cl)ccc2N2CCCCC2)cc1C,2.1%,-18.7%,0.9%,1.9%,9.5,-3.9%,2.7,-2.5%,1.4%,-3.9%,-11.1
CC(=O)Nc1ccc(NC(=O)COC(=O)C2c3ccccc3Oc3ccccc32)cc1,?,20.4%,3.8%,-1.2%,-14.7,-1.0%,0.0,0.5%,0.7%,-4.8%,15.1
Cc1cn(-c2cccnc2)c(C)c1CNC[C@H]1O[C@@H](n2cnc3c(N)ncnc32)[C@H](O)[C@@H]1O,.,.,.,.,-1.7,.,.,7.3%,4.1%,-1.9%,22.4
COc1ccc(C)cc1S(=O)(=O)N(C)CC(=O)NCc1ccncc1,-1.3%,14.7%,2.3%,-0.3%,-8.8,0.7%,1.4,1.1%,2.1%,7.0%,2.4
C[N+](C)(C)CCCN1C(=O)CCCC1=O,-2.3%,20.1%,-12.3%,-4.0%,-6.0,0.9%,2.7,-0.9%,2.6%,-0.2%,-2.7
CN1CCN(Cc2c(O)ccc3c(=O)c(Oc4ccccc4Cl)c(C(F)(F)F)oc23)CC1,4.0%,-6.1%,12.7%,0.4%,1.7,-1.8%,0.1,-2.0%,-4.2%,2.1%,4.4
Cc1cc(S(=O)(=O)N2CCCC2)ccc1OCC(=O)N1CCCCC1,-3.1%,-19.0%,6.3%,2.1%,-16.1,13.5%,.,-1.8%,0.0%,-4.3%,12.4
CC(C)(CCl)C(=O)Nc1ccc(OC(F)(F)F)cc1,1.1%,11.3%,2.8%,1.3%,-25.9,11.5%,-1.0,-4.5%,3.5%,-3.7%,9.9
CC(C)S(=O)(=O)c1cnc(N2CCOCC2)nc1N,-2.4%,5.6%,7.4%,-3.1%,2.7,-3.6%,0.4,-0.7%,-1.7%,5.8%,8.6
CCc1nnc(NC(=O)OCc2ccccc2)s1,?,16.8%,-3.2%,13.2%,1.4,-0.1%,0.1,?,2.8%,-9.6%,-12.2
Cc1cc(C)c2c(N)c(C(=O)NN3CC(=O)N(c4ccccc4)CC3=O)sc2n1,-6.2%,-24.7%,1.9%,11.6%,3.7,7.1%,-11.0,-2.1%,15.2%,0.8%,-17.4

Going on with the list.
smiles,FLuc counter,RORg inh,VP16 counter,NPC1 promoter act,KCNH2 3.1 inh,Rab9 prom act,FBPA coupling cs,ELG1 genotoxic,uPA generation,Tb PFK inh,Giardia kill
Cc1ccc(S(=O)(=O)N2C[C@@H]3[C@H]4CC[C@H](C4)[C@@H]3[C@@H](C)C2CC(=O)c2ccccc2)cc1 (stereo not given in full),.,.,.,.,-0.5,.,.,-4.4%,7.5%,-2.2%,7.3
Cc1cccc(C(=O)NC(=S)Nc2ccc(S(=O)(=O)N3CCN(C)CC3)cc2)c1,2.4%,12.6µM*,?,0.5%,32.3,-1.6%,-0.1,3.6%,-4.1%,0.4%,-20.6
O=C(N/N=C1/CC2C=CCC12)c1ccc(Br)o1 (stereo not given),?,?,?,-0.4%,1.5,-0.6%,-2.7,0.1%,-16.8%,0.3%,-10.0
CCNC(=S)N/N=C/c1ccc(OCC(=O)Nc2ccc(C)cc2)cc1,2.7%,17.8µM*,?,0.0%,-4.3,-4.6%,1.6,-2.9%,.,0.0%,0.8
O=C(O)c1ccc2c(c1)C(=O)N(c1ccc([N+](=O)[O-])cn1)C2=O,-1.1%,-14.8%,5.3%,-0.3%,-1.6,-9.3%,-3.5,0.6%,3.1%,-6.9%,-10.4
O=C(NCc1ccccc1)c1noc2c1CCCC2,-18.4%,24.6%,20.5%,20.1%,-1.3,21.4%,2.0,?,.,-0.2%,-1.3
COc1cccc(/C=C2\SC(=S)N(CCC(=O)NCCc3ccc(O)cc3)C2=O)c1,-13.5%,-12.4%,-29.3%,-13.9%,-8.2,-13.7%,-2.2,-4.2%[9.26 µM],-11.8%,-4.2%,0.8
O=C(COC(=O)c1ccc(F)cc1F)Nc1ncccn1,-13.3%,0.4%,-0.5%,-5.9%,26.1,-1.8%,0.2,-1.5%,-0.6%,?,-14.5
COCCCNC(=O)C1CCC(CNS(=O)(=O)c2ccc3c(c2)CC(C)N3C(=O)C2CC2)CC1 (stereo not given),0.3%,10.3%,0.1%,-1.3%,13.3,-5.5%,.,6.5%,-1.0%,0.5%,18.4
CC(C)(CNc1ccc(S(=O)(=O)C(F)(F)F)cc1[N+](=O)[O-])N1CCOCC1,?,28.5%,4.5%,13.7%,-4.5,12.8%,.,4.1%,5.6%,0.4%,-3.1
CN(C)c1ccc(NC(=O)c2cn(-c3ccccc3)nc2-c2cccs2)cc1,6.75µM*,-2.2%,9.2%,13.2%,-14.4,5.5%,-2.2,10.7%,6.3%,3.2%,2.7
FC(F)(F)c1cccc(NC(=S)N2CCN(c3cccc(C(F)(F)F)c3)CC2)c1,0.4%,11.2µM*,-21.3%,-4.1%,1.9,9.1%,0.1,-7.5%,-0.9%,-8.6%,24.0

(continued)
smiles,FLuc counter,RORg inh,VP16 counter,NPC1 promoter act,KCNH2 3.1 inh,Rab9 prom act,FBPA coupling cs,ELG1 genotoxic,uPA generation,Tb PFK inh,Giardia kill
Cn1ncc([N+](=O)[O-])c1C(=O)Nc1ccc(C2CCCCC2)cc1,-17.3%,-5.3%,5.4%,21.5%,1.8,20.0%,0.9,2.8%,-7.2%,-4.4%,-7.6
CCOC(=O)C1=NN(c2ccccc2)C(=O)/C1=C\c1ccc(N(C)C)cc1,-4.5%,?,-2.9%[0.365 µM],-0.7%,-12.2,-5.0%,5.2,13.8%,5.5%,20.3%,-3.2
Cc1ccc(SC[C@H](C)CN2CC[C@H](C(C)(C)C)CCC2=O)cc1,-0.1%,17.3%,-8.4%,4.2%,.,-1.6%,-1.2,-6.4%,6.5%,-4.8%,-8.1
Cc1cc(C(=O)OCC(=O)N2CCC(C)CC2)c2ccccc2n1,.,.,.,.,-0.8,.,.,0.8%,-20.9%,-1.0%,4.3
CCC(Oc1ccccc1)C(=O)Nc1ccccc1N1CCCC1 (stereo not given),2.8%,36.5%,14.8%,2.6%,7.3,5.8%,-1.8,-10.1%,10.9%,4.5%,-21.1
COc1ccc(NC(=O)NCc2ccc3c(c2)OCO3)cc1OC,-1.5%,2.2%,-0.7%,1.6%,1.5,-1.2%,3.2,5.2%,1.2%,1.1%,-8.5
O=C(Nc1ccc(C(=O)N2CCC(N3CCCC3)CC2)cc1)c1ccc(Br)o1,5.6%,.,.,-2.1%,1.0,-1.5%,.,0.6%,0.4%,-2.5%,5.4
O=C(Cc1cccs1)NCCc1cn2ccccc2n1,-0.5%,0.6%,-1.6%,-5.2%,0.5,5.1%,0.0,2.3%,-5.9%,2.1%,29.2
O=C(CSc1ccc(-c2ccccn2)nn1)NC1CCCCC1,-12.7%,-21.8%,8.9%,-0.6%,-3.7,-2.8%,3.6,2.1%,-0.3%,-2.6%,-6.0
COc1cc(C(F)(F)F)nc2ccc(C#CCOC(=O)Nc3ccccc3)cc12,-14.4%,3.6%,7.5%,-6.6%,-4.6,1.6%,-2.7,-6.5%,-2.0%,0.3%,-9.0
Cc1nn(CC(=O)N2CCC(C)CC2)c(=O)c2cccn12,0.4%,0.5%,3.5%,0.2%,-7.3,2.4%,3.9,-0.9%,?,1.0%,15.6
CCOc1ccccc1N1C(=O)CC(Nc2ccc(N3CCOCC3)cc2)C1=O (stereo not given),-5.7%,-8.1%,?,1.6%,20.6,8.6%,-0.1,0.4%,3.2%,-0.3%,-15.8
CS(=O)(=O)N(CC(=O)N1CCN(Cc2ccccc2)CC1)C1CCCCC1,0.6%,-1.9%,-1.8%,0.5%,-1.2,-3.0%,0.1,-0.4%,8.4%,0.7%,5.1
CCNC(=S)N1CCN(c2cccc(C(F)(F)F)c2)CC1,0.5%,?,-10.0%,-6.2%,-6.4,-12.8%,1.3,-3.9%,-0.6%,-28.2%,8.1
CC1=NN(c2nc(-c3ccc(Cl)cc3)cs2)C(=O)C1,15.1µM*,10µM*,?,6.9%,5.5,-4.9%,11.8,-6.3%,1.3%,-0.4%,-3.0
